# GPR151 ag – human GPR151 activation | Q8TDV0 | PathHunter beta-arrestin GPR151 cells, luminescence | activation, % at 11.2 µM | 650,000 tested, 1% active; in the data active means activation above about 4.9%;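 further: 0% = median of compound wells and 100% = cells with positive control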
# Target sequence (Q8TDV0 whole entry, looked up): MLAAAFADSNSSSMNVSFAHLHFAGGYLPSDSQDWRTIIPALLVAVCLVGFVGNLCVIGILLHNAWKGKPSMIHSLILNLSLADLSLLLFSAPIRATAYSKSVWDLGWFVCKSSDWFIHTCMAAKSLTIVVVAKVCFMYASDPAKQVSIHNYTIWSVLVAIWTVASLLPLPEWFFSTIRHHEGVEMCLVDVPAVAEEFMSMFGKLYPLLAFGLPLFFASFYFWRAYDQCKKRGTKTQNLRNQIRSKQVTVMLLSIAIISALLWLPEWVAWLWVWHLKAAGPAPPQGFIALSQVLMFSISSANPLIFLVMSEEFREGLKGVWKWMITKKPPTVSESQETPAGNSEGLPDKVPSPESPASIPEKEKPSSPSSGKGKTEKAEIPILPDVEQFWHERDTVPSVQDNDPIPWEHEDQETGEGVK
# TEAD-YAP block – TEAD-YAP interaction inhibition. HEK-TIYL cells, TEAD-Gal4/YAP UAS-luciferase luminescence. inhibition, % at 9.12 µM. 640,000 tested, 1.4% active. AID 1259422; in the data active means inhibition above about 32%;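 further: 0% = median of test compound wells and 100% = reference inhibitor wells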
# FBW7 activator – human FBW7 E3 ligase activation, primary screen; normalized activity (activation), % at 26.1 µM; AlphaScreen FBW7–phospho-cyclin E peptide binding, activator screen; 650,000 tested, 0.13% active; in the data active means normalized activity above about 1.9%;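 further: purified mutant Fbw7 with reduced substrate affinity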
# MITF primary – blocks human microphthalmia-associated transcription factor. O75030. AlphaScreen MITF homodimerization, bead proximity signal. inhibition, % at 2.6 µM. 650,000 tested, 0.91% active; in the data active means inhibition above about 50%;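 further: 0% = vehicle wells with protein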
# Target sequence (O75030 whole entry, looked up): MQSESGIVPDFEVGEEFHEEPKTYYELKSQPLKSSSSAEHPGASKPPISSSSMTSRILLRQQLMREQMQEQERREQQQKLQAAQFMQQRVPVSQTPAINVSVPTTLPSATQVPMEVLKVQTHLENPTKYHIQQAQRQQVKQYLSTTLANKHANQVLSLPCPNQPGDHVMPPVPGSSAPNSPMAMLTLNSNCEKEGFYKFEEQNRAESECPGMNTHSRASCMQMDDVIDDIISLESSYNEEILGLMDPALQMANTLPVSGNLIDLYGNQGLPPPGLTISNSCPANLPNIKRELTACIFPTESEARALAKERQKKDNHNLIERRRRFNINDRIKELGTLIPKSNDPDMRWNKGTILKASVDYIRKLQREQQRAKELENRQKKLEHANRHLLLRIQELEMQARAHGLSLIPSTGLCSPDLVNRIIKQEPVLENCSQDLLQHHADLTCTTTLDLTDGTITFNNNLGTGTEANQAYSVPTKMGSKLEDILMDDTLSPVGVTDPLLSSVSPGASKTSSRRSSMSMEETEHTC
# An asterisk follows results filed as active.
SMILES,GPR151 ag,TEAD-YAP block,FBW7 activator,MITF primary
O=C(NC1CCS(=O)(=O)C1)c1ccc(-c2ccc(Br)cc2)o1 (stereo not given),0.3,-18,0.9,-3
COc1ccc2[nH]cc(NC(=O)NCC3CCCO3)c(=O)c2n1 (stereo not given),-0.7,-4,-0.1,-8
COc1ccc(/C(C)=N/NC(=O)C2CC23CCC3)c(OC)c1 (stereo not given),0.0,-27,0.1,-18
CCOC(=O)N1CCC(NC(=O)CSc2nc3ccccc3n2S(=O)(=O)c2cc([N+](=O)[O-])ccc2C)CC1,1.5,-6,0.0,2
COc1nc(NCCC2=CCCCC2)nc(OC)n1,1.5,0,0.5,5
CC(=O)c1ccc(N=c2scc(-c3ccc4c(c3)NC(=O)CO4)n2C2CCCC2)cc1,2.8,-1,0.1,-2
Cc1cc(N2C(=O)C3C4C=CC(C4)C3C2=O)ccc1NC(=O)c1cccs1 (stereo not given),0.1,5,0.2,18
NC1=NC(=Nc2ccccc2)c2ccccc21,-1.3,-5,0.5,6
COc1ccc(CCNCC(=O)Nc2ccc(C(=O)N3CCCCC3)cc2)cc1,1.4,-2,-0.1,27
COCCNc1nc(-c2ccco2)ccc1C(=O)Nc1cccc(OC)c1,0.3,1,0.0,-15
CCC12CN3CC(CC)(CN(C1)C3c1cccc(Br)c1)C2=O (stereo not given),0.2,4,0.3,30
O=C(CCC1CCCC1)NCc1nc(-c2ccncc2)n[nH]1,-1.3,2,-0.1,-2

# In the list so far, these contain an aryl methoxy group.
SMILES,GPR151 ag,TEAD-YAP block,FBW7 activator,MITF primary
COc1ccc2[nH]cc(NC(=O)NCC3CCCO3)c(=O)c2n1 (stereo not given),-0.7,-4,-0.1,-8
COc1ccc(/C(C)=N/NC(=O)C2CC23CCC3)c(OC)c1 (stereo not given),0.0,-27,0.1,-18
COc1nc(NCCC2=CCCCC2)nc(OC)n1,1.5,0,0.5,5
COc1ccc(CCNCC(=O)Nc2ccc(C(=O)N3CCCCC3)cc2)cc1,1.4,-2,-0.1,27
COCCNc1nc(-c2ccco2)ccc1C(=O)Nc1cccc(OC)c1,0.3,1,0.0,-15

# In another format: entries from further up.
Structure	GPR151 ag	TEAD-YAP block	FBW7 activator	MITF primary
CC(=O)c1ccc(N=c2scc(-c3ccc4c(c3)NC(=O)CO4)n2C2CCCC2)cc1	2.8	-1	0.1	-2
Cc1cc(N2C(=O)C3C4C=CC(C4)C3C2=O)ccc1NC(=O)c1cccs1 (stereo not given)	0.1	5	0.2	18

# Additional results:
SMILES,GPR151 ag,TEAD-YAP block,FBW7 activator,MITF primary
CC(C)[C@H]1CN(Cc2ccco2)CCN1Cc1nnnn1Cc1cccs1,-1.0,8,0.0,14
O=C(CCSc1ccccc1)Nc1cccc(-c2nc3ccccc3s2)c1,-6.4,-52,0.0,-7
CCCCNC(=O)CCS(=O)(=O)Cc1ccccc1C,0.0,1,0.5,1
CSc1nc2ccccc2c(=O)n1Cc1cccs1,-0.9,-10,0.3,26
CC(CN1CCCCC1)C(=O)NNC(=O)C12CC3CC(CC(C3)C1)C2 (stereo not given),2.8,-9,0.4,3
CN(C)c1cccc(Nc2nc(NC3CCN(Cc4ccccc4)CC3)c3ncn(-c4ccsc4)c3n2)c1,0.5,2,-0.1,7
COc1ccc(OCCCC(=O)Nc2cccc(C)c2C)cc1,-0.7,4,0.3,19
C/C=C(\C)CN1C[C@H](Sc2ccc(OC)cc2)C[C@H]1C(=O)N(C)Cc1ccn[nH]1,-1.4,2,-0.1,-16
COc1ccc(-c2nc3n(c2N)CCS3)cc1,0.1,-5,0.0,-7
COc1ccc(N(CC(=O)Nc2ccc(C(C)C)cc2)S(=O)(=O)c2ccc(OC)c(OC)c2)cc1,0.2,7,0.2,10
Clc1ccccc1-c1nnc2c3cnn(Cc4ccccc4)c3ncn12,0.9,-8,0.0,1
O=C(/C=C/c1ccco1)Nc1ccccc1N1CCOCC1,-0.5,7,-0.2,-9
O=C(c1cc2ccccc2oc1=O)N1CCc2nnc(Cc3ccccc3)n2CC1,-0.6,2,-0.1,14
Cc1ccc(S(=O)(=O)N2CCSC2c2cccc([N+](=O)[O-])c2)c(C)c1 (stereo not given),-0.8,-13,0.0,-12
CCn1c(-c2ccccc2)cs/c1=N/NC(=O)c1ccncc1,-0.4,-11,-0.1,2
O=C(Oc1cccc2cccnc12)c1ccc(Cl)c([N+](=O)[O-])c1,0.0,1,-0.1,17
COc1cccc(CNC(=O)c2c(C)nc3ccc(-c4cn[nH]c4)cn23)c1,0.5,-1,0.8,16
COc1ccc(-c2noc(CN(C(=O)COc3ccc(C)c(C)c3)C(C)C)n2)cc1,0.1,-2,-0.3,-3
Clc1ccc(C=NCC2COc3ccccc3O2)cc1 (stereo not given),2.1,8,0.0,3
COc1ccc(Br)cc1C1N(c2ccc(Cl)cc2)CCN1c1ccc(Cl)cc1,-1.0,-8,0.2,6
CCn1c(SCC(=O)Nc2cc(C)cc(C)c2)nc2c1c(=O)n(C)c(=O)n2C,-1.0,7,0.0,-11
CN1CCN(C(=O)C2CCN(c3ccc(N4CCOCC4)nn3)CC2)CC1,-0.5,9,-0.1,2
CCCn1c2ccccc2c2nnc(SC(CC)C(=O)N3c4ccccc4Sc4ccccc43)nc21 (stereo not given),-1.2,3,-0.1,-7
O=S(=O)(c1ccc(Cl)cc1)n1c(SCc2csc(-c3ccc(Cl)cc3)n2)nc2ccccc21,-0.9,-4,0.2,3
COc1cccc(NC(=O)CN2CCN(S(=O)(=O)c3ccc(Cl)cc3)CC2)c1,-0.3,3,0.2,12
COc1cccc(CNC(=O)CCn2c(=S)[nH]c3ccsc3c2=O)c1,-0.6,13,0.4,8
CCOC(=O)CSc1nc2c(c(=O)n(CC)c(=O)n2C)n1C,-0.1,-3,0.0,-10
Cn1c(-c2ccccc2)c(C(C[N+](=O)[O-])c2ccc(C(F)(F)F)cc2)c2ccccc21 (stereo not given),-0.9,-7,-0.1,-2
COc1ccc(C2CC(c3cccs3)=NN2C(=O)CSc2nnc(CNC(=O)c3ccccc3)n2-c2ccccc2)cc1 (stereo not given),-1.5,8,0.9,11
O=C1c2ccccc2C(=O)N1Cc1c(Cl)cccc1Cl,1.4,8,0.1,-7
COc1ccccc1C1=NOC(C(=O)Nc2ccc3c(c2)OCO3)C1 (stereo not given),0.0,-6,-0.1,0
O=C1CN(S(=O)(=O)c2cccc3cccnc23)CC(=O)N1CCc1ccccc1,-0.6,0,0.0,-4
Cc1cc2c(c(=S)[nH]1)C(=O)O/C2=C/c1ccc(Br)cc1,-1.2,-1,0.2,8
CC(=O)NC(=O)c1cc2cc(Br)ccc2oc1=Nc1ccc(F)cc1F,-0.9,3,0.1,4
N#C/C(=C\c1cn(CCC(N)=O)c2ccccc12)c1nc2ccccc2[nH]1,-2.1,15,0.1,-1
Fc1ccccc1C1CC(c2ccc(Br)cc2)=NN1c1nc(-c2ccccc2)c2cc(Cl)ccc2n1 (stereo not given),-1.0,-5,0.0,13
CC(C)(C)C(=O)CC(C)(O)c1ccccc1 (stereo not given),0.0,5,-0.1,2
O=C1OC(c2cccc(Cl)c2Cl)=N/C1=C/C=C/c1ccccc1,0.8,14,-0.2,5
O=C(NCc1cccc(Cl)c1)c1noc2c1CCCC2,-0.9,-14,0.3,5
Cc1ccc(NC(=O)CSc2nc3cc(C(=O)NCCCOC(C)C)ccc3c(=O)n2Cc2ccco2)cc1Cl,-1.2,-7,-0.1,6
Cc1cc2c(cc3c(=O)n(CC(=O)N4CCC(C)CC4)nc(C)n32)s1,1.4,2,0.4,10
COc1ccc(C(=O)Cc2cc3cc4ccccc4cc3oc2=O)c(OC)c1,1.2,-10,0.1,11
CN(C)CCSc1nnc(NCc2ccccc2O)s1,1.7,-23,0.0,-6
COc1cc(Nc2cc(NCc3ccc4c(c3)OCO4)ncn2)cc(OC)c1OC,-0.7,-1,0.1,12
O=C(Nc1ccc2oc(-c3ccc(F)cc3)nc2c1)c1ccccc1F,1.6,-1,0.1,10
Cc1c(NC(=O)Cn2[nH]c(=O)c3ccccc3c2=O)c(=O)n(-c2ccccc2)n1C,0.6,-1,0.0,-8
CCOC(=O)C1=C(C)NC(=S)NC1c1ccccc1OC (stereo not given),0.8,13,-0.2,0
Nc1cccc2c1C(=O)N(CCOc1ccccc1F)C2=O,-4.5,6,0.1,-16
O=C(CCc1nnc(CCCc2ccccc2)o1)NCCc1cn2ccsc2n1,-2.0,-25,-0.1,-6
CN(C(=O)COC(=O)c1ccc(S(=O)(=O)C(F)F)cc1)C1CCS(=O)(=O)C1 (stereo not given),1.8,4,-0.2,2
Nc1c(C(=O)NCc2ccccc2Cl)nnn1-c1ccc2c(c1)OCCO2,0.1,10,-0.1,21
COc1cc2c(cc1OC)n(CC(=O)NCc1cccs1)n1c(C)cc(=O)nc21,1.9,3,0.0,1
CCNC(=O)c1cc(OC)c(OC)cc1OC,3.5,0,0.1,39
Cc1cc(C)c(NC2=NS(=O)(=O)c3ccccc32)c(Cl)c1,-0.1,4,0.1,11
CCOC(=O)c1c(C)oc2ccc(N(C(=O)c3ccc(C)cc3)S(=O)(=O)c3ccccc3)cc12,-0.5,-1,-0.1,10
NC(=O)c1ccccc1NC(=O)C1c2ccccc2Oc2ccccc21,1.2,3,0.1,-3
COc1ccc2nc(-c3ccc(OC)c(NC(=O)Cc4ccc(Cl)cc4)c3)cn2n1,0.9,-7,0.2,-19
COc1ccc(C)cc1NC(=O)CNC(=O)c1cn(-c2ccccc2OC)c(=O)c2ccccc12,-1.7,-2,0.1,-18
O=C(c1ccc(F)c(F)c1)N1CCC(c2cccnc2)CC1,-0.6,-9,-0.2,-3
Cc1c(CCC(=O)O)c(=O)oc2c(C)c(OCC(=O)O)ccc12,0.1,10,0.4,28

# Part of the list above, reduced to GPR151 ag.
SMILES	GPR151 ag
COc1cc2c(cc1OC)n(CC(=O)NCc1cccs1)n1c(C)cc(=O)nc21	1.9
CCNC(=O)c1cc(OC)c(OC)cc1OC	3.5

# (continued)
SMILES,GPR151 ag,TEAD-YAP block,FBW7 activator,MITF primary
CC(Oc1ccc(Br)cc1)C(=O)N/N=C/c1ccccc1O (stereo not given),-0.3,1,0.3,-7
Cc1cc(=O)[nH]c(NC2CCN(CC(=O)Nc3ccc4c(c3)OCO4)CC2)n1,0.5,-8,-0.2,0
O=C(Nc1c(C(=O)NCc2ccccc2)cnn1-c1ccccc1)c1ccccc1F,1.0,8,0.1,2
COc1ccc(C2C(C(=O)Nc3ccccn3)=C(C)NC3=C2C(=O)CCC3)cc1 (stereo not given),0.6,-12,0.0,4
O=C(CCc1nnc(C2(c3ccc(Cl)cc3)CCC2)o1)NCCc1cn[nH]c1,0.1,1,0.1,18
CCN(CC)S(=O)(=O)c1ccc(-c2nc(C#N)c(N3CCC(C)CC3)o2)cc1,0.7,0,0.2,12
Cc1cc2nc(-c3cccc(NC(=O)c4cccc(OCc5ccccc5)c4)c3)oc2cc1C,-0.5,8,1.0,13
COc1ccc(Cl)cc1NC(=O)Cn1c(=O)c2ccccc2n2nncc12,-1.6,2,0.1,17
COc1cccc(/C=C2/SC(=Nc3ccccc3Cl)NC2=O)c1OC,-0.3,-2,-0.1,1
O=c1c(CN2CCCC2CO)coc2ccc(Cl)cc12 (stereo not given),0.1,-5,-0.2,-3
O=C(COC(=O)c1cc(-c2ccccc2)nc2ccccc12)c1ccc(OCc2ccccc2)cc1,0.7,-10,-0.1,3
COc1ccc(NC(=O)c2cc(S(=O)(=O)N3CCCCC3)ccc2Cl)cc1,-0.1,-1,0.3,10
OCCN1CCN(C(=S)/N=C(/Nc2ccccc2)c2ccccc2)CC1,-1.6,-5,0.0,15
COc1ccccc1CNC(=O)C(OC)c1ccccc1 (stereo not given),-1.2,5,0.1,-1
CCn1c(SCc2ccccc2)nnc1-c1cccc([N+](=O)[O-])c1,0.5,3,0.0,19
CNc1ncnc2c1C(c1ccc([N+](=O)[O-])cc1)c1c(NC)ncnc1O2,-0.6,-23,-0.2,0
CCN1C(=O)NC(c2cccc([N+](=O)[O-])c2)C(C(=O)O)=C1C (stereo not given),-1.1,1,0.2,13
COCCCNC(=O)N1CC(C)Oc2ccc(Cl)cc21 (stereo not given),-1.7,-4,0.0,-2
CCn1c(=O)c([N+](=O)[O-])c(N2CCN(c3ccccc3)CC2)c2ccccc21,0.5,-7,0.6,16
CC1CC(C)CN(C(=O)c2ccc(S(=O)(=O)N3CCc4ccccc4C3)cc2)C1 (stereo not given),-0.9,2,-0.1,8

# Rows are unselected. Share with any hit: about 3.4%.
